Screening data (PubChem BioAssay)
HTR2A ag: activates the mouse 5-HT2A serotonin receptor; P35363; CHO-K1 mHTR2A beta-arrestin complementation, luminescence; percent of 30 µM serotonin response; activation, % at 7.6 µM; hit rate 0.66% among 360,000;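 active = activation above a run cutoff, the mean activation of all tested compounds plus 3 SD, cut at about 14% in these data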;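 also: 0% = plate median of compound wells and 100% = 30 µM serotonin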
ABCB6 inh 2: human ABCB6 transporter inhibition. fluorescence ratio to DMSO, % at 10 µM. K562-ABCB6 porphyrin accumulation, flow cytometry, 1 h; active compounds read low. hit rate 0.19% among 360,000. Q9NP58;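 active = fluorescence ratio to DMSO below 75%, the collection mean minus 3 SD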;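 also: signal is porphyrin accumulated inside mitochondria; 100% equals median channel fluorescence of DMSO control wells; lower ratio means ABCB6 inhibition with less porphyrin fluorescence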
Target sequence (Q9NP58 whole entry, looked up): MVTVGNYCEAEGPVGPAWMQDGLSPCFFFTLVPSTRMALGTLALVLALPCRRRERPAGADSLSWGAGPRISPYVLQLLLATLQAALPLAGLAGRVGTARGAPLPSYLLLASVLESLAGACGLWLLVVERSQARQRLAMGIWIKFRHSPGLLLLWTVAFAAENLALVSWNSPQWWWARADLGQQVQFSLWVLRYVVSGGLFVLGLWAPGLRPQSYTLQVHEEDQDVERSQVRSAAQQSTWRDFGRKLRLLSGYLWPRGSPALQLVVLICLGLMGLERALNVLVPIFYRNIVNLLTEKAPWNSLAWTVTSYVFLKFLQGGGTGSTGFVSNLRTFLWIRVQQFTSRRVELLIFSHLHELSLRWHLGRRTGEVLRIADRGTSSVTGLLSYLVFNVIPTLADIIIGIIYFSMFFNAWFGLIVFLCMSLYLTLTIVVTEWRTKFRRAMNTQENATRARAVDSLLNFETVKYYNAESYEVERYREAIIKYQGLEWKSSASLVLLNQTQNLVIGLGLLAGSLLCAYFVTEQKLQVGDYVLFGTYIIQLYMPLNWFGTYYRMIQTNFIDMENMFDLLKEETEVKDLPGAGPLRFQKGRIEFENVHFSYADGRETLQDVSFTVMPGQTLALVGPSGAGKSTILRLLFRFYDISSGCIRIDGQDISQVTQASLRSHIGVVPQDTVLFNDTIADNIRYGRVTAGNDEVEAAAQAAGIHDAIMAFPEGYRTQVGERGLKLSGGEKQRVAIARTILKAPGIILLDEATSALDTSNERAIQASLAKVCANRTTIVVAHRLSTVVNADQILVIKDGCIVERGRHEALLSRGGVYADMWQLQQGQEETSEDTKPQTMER
CaV13 ICDI inh: Disruptors of the CACNA1D IQ motif to Ca2+-dependent inactivation inhibitor domain association, primary screening, Förster resonance energy transfer in intact living …; HEK cells, CFP/YFP FRET ICDI-IQ, plate reader, 10 min; percent FRET-ratio fall versus neutral wells; inhibition, % at 12.3 µM; hit rate 0.098% among 340,000;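 active = mean replicate inhibition of at least 30% and at least 1% of replicates passing that level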;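 also: 0% = median of the neutral control wells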
Vif inh: HIV Vif inhibition. HEK293T cells, Vif self-association by quenched fluorescence, imaging, 24 h. hit rate 0.35% among 340,000. inhibition, % at 7.49 µM. AID 602346; in the data active = inhibition above about 50%, passing the limit was not always enough; also: some results filed as inactive read as strong as hits
H9c2 protect: myocardial damage modulation in H9c2 cells; protection from H2O2 cell death, % at 20 µM; hit rate 0.63% among 360,000; AID 588492; H9c2 cardiomyocytes, H2O2 injury protection, ATPLite, 2 h;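 active = compounds giving at least 50% protection of heart cells from peroxide-induced death in the single-dose screen, raw or plate-pattern-corrected value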;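 also: 0% = DMSO wells with peroxide and 100% = DMSO wells without peroxide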
Granule exo inh: lytic granule exocytosis inhibition | hit rate 0.66% among 360,000 | TALL-104 LAMP-1 surface exposure, flow cytometry; cells stimulated with thapsigargin and PMA | inhibition, % at 10 µM;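 active = inhibition above about 55%, limit read from the data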
Glyco luc inh: blocks N-linked glycosylation in D54 reporter cells; D54 ERlucT glycosylation luciferase reporter, 24 h; percent of 100 nM tunicamycin response; reporter increase, % at 12.5 µM; hit rate 0.23% among 360,000; AID 588692;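 active = mean luciferase reporter signal, scaled so untreated is 0 and the glycosylation-blocking control 100, at or above a set limit in every replicate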;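 also: luciferase carries N-glycosylation sites so blocking glycosylation raises the light; 0% = median of neutral control wells and 100% = median of 100 nM tunicamycin wells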
PDI turbidity: inhibitors of human protein disulfide isomerase; P07237; PDI insulin aggregation turbidity, A650, 90 min; inhibition, % at 10 µM; hit rate 0.052% among 350,000; AID 588391;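 active = mean inhibition across replicates of 30% or more, whatever share of single replicates reach that level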;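 also: absorbance from insulin aggregation driven by PDI reduction with DTT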
iPSC survival up: hiPSC single-cell survival enhancement; ATPlite luminescence; 100% = ROCK inhibitor wells, 0% = DMSO; survival enhancement, % at 20 µM; hit rate 0.044% among 360,000; AID 602274; in the data active = survival enhancement above about 18%;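 also: cells exposed to compounds for 16 hours before the ATP read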
aDG glyco up: alpha-DG glycosylation activation. AID 624168. Pro5-aDG cells, alpha-DG glycosylation AlphaScreen (IIH6); 0% Pro5, 100% B10-LARGE cell signal. hit rate 0.22% among 360,000. activation, % at 10 µM;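 active = activation of at least 8% versus controls, or a plate z-score of at least 8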;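 also: Pro5 are CHO cells carrying HIG-tagged alpha-DG that lacks glycosylation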
* hit, by the source's call; . = not tested or not shown.

Values run as follows: HTR2A ag | ABCB6 inh 2 | CaV13 ICDI inh | Vif inh | H9c2 protect | Granule exo inh | Glyco luc inh | PDI turbidity | iPSC survival up | aDG glyco up
1	Cc1cc(C)c2c(N)c(C(=O)Nc3c(C)n(C)n(-c4ccccc4)c3=O)sc2n1
    1 | 103 | . | 1 | 1 | -4 | 0 | 9 | -0.6 | -0.1
2	O=C1c2cccc3cc([N+](=O)[O-])cc(c23)C(=O)N1CCN1CCCC1
    2 | 99 | -19 | 0 | 9 | 38 | -1 | 10 | -0.4 | -0.1
3	O=C(O)c1cc(N2C(=O)C3C4C=CC(C4)C3C2=O)ccc1NCc1cccnc1 (configuration not stated)
    5 | 100 | -9 | 11 | -1 | -2 | 1 | 4 | 0.6 | 0.0
4	CC(C)Oc1ccc(CCc2nnc(SCC(=O)O)n2-c2ccccc2)cc1
    -1 | 105 | -5 | -3 | 5 | 3 | -1 | 15 | -1.3 | 0.1
5	O=c1nc(N2CCOCC2)nc(N/N=C/c2ccc3c(c2)OCO3)[nH]1
    -5 | 96 | -5 | 3 | 7 | 0 | 3 | -4 | 0.4 | 0.0
6	COc1ccc(OC)c(S(=O)(=O)NNC(=S)Nc2ccc3c(c2)OCO3)c1
    13 | 113 | -2 | 5 | 2 | 9 | 0 | 5 | 0.6 | 0.6
7	COc1cccc(CNS(=O)(=O)c2cc3c4c(c2)CCC(=O)N4CCC3)c1
    13 | 104 | -7 | -9 | 1 | -5 | -1 | -13 | 0.2 | 0.0
8	Cc1nc2ccccc2n1CCc1nc2c3ccccc3nc(=S)n2[nH]1
    5 | 103 | -4 | 1 | 0 | 4 | 1 | 0 | 0.7 | 0.1
9	Cc1nnsc1-c1c(C(=O)N2CCOCC2)c(C)nn1-c1ccccc1
    -1 | 97 | -5 | -5 | -1 | -4 | 0 | -2 | -0.3 | -0.1
10	O=C(CSc1nnc(NC(=O)c2ccccc2[N+](=O)[O-])s1)NC1CCCC1
    -2 | 98 | -3 | -2 | 2 | -2 | -3 | 8 | -0.3 | -0.1
11	CCC(C)C1C(C#N)=C(N)OC2=C1C(=O)CC(C)(C)C2 (configuration not stated)
    -6 | 106 | -5 | 14 | -9 | -5 | 1 | -4 | 0.6 | -0.1
12	CCn1nc(NC(=O)c2ccncc2)c2cc3cccc(C)c3nc21
    0 | 99 | -8 | -12 | 18 | 3 | 4 | 5 | -2.6 | 1.0
13	O=C(Nc1ccc(F)cc1)c1ccccc1F
    -2 | 100 | -8 | -3 | -5 | 2 | -2 | -2 | 0.6 | 0.1
14	CCN1/C(=N\N)c2cccc3cccc1c23
    -2 | 508 | -20 | 3 | 5 | 95* | -8 | -2 | -1.0 | -0.2
15	CN(C)c1cccc(C(=O)OCC(=O)NCc2ccco2)c1
    -2 | 89 | -5 | 1 | 10 | -2 | 0 | 1 | 2.9 | -0.1
16	COc1cccc(C(=O)N2CCn3c2nc2ccccc23)c1
    8 | 98 | -8 | -5 | 2 | 2 | 2 | 17 | 2.7 | -0.1
17	CCn1c(-c2cc(-c3ccc(C)cc3)nc3ccccc23)n[nH]c1=S
    1 | 101 | -2 | -2 | -9 | -2 | 2 | 6 | -0.1 | -0.6
18	CNCCCOc1ccc2c(c1)CCC2
    -5 | 106 | -6 | 14 | 5 | -2 | -1 | 5 | 1.2 | 0.5
19	CCCCc1c(O)nc(SCC(=O)c2ccccc2)n(-c2ccccc2OC)c1=O
    1 | 94 | -6 | -1 | 2 | 1 | -2 | 10 | -0.1 | 0.0
20	Cc1cn(C2CC(O)C(CO)O2)c(=O)n(Cc2ccccc2)c1=O (configuration not stated)
    -3 | 92 | -9 | 1 | 5 | 10 | 3 | 2 | -1.1 | 0.2
21	CSc1ccccc1OCc1cc(C(=O)NC(C)Cn2cncn2)no1 (configuration not stated)
    -5 | 97 | -6 | -2 | -9 | -4 | 1 | -6 | -0.4 | 0.3
22	CCOC(=O)N1CCN(S(=O)(=O)c2c(C)cc(C)cc2C)CC1
    -6 | 90 | -2 | -12 | -2 | -2 | -2 | 0 | 1.0 | 0.0
23	COc1ccc(CNS(=O)(=O)c2cc3c4c(c2)C(C)C(=O)N4CCC3)cc1 (configuration not stated)
    4 | 100 | -7 | -17 | -3 | 4 | -1 | -5 | -0.2 | -0.3
24	Cc1nnc(NC(=O)c2ccc(Br)o2)s1
    2 | 112 | -18 | 2 | 2 | 14 | -1 | -3 | -0.7 | 0.0
25	COc1ccc(NC(=O)C2CCCN(S(=O)(=O)c3c(C)[nH]c(=O)[nH]c3=O)C2)cc1OC (configuration not stated)
    3 | 105 | 13 | -4 | 7 | 0 | 2 | 0 | 0.0 | 0.7
26	O=C(COC(=O)CNC(=O)c1cccc([N+](=O)[O-])c1)Nc1cccc(S(=O)(=O)N2CCCCC2)c1
    -3 | 95 | -6 | 5 | -10 | 0 | 1 | 4 | -1.5 | -0.1
27	CCOC(=O)c1c(NC(=O)C2COc3ccccc3O2)sc2c1CCN(Cc1ccccc1)C2 (configuration not stated)
    -1 | 91 | -1 | -8 | -8 | -8 | -3 | 11 | -1.7 | 0.1
28	O=C(Nc1cc(S(=O)(=O)N2CCOCC2)ccc1N1CCCC1)c1cc(F)c(F)cc1Cl
    -7 | 94 | -5 | -11 | 2 | 6 | 2 | 0 | -0.4 | 0.3
29	COc1cc(C=C2C(=O)OC(C)(C)OC2=O)cc(Cl)c1OCC(=O)Nc1ccccc1
    8 | 111 | 4 | -8 | 11 | -6 | 4 | 9 | -2.2 | 0.5
30	Cc1nc(-c2nc(-c3c(C(=O)NN)noc3C)cs2)cs1
    6 | 96 | 11 | 3 | -2 | -2 | 0 | -12 | -1.1 | 0.0

Sorted by value in Glyco luc inh (low to high): 3 of the compounds above.
cpd	SMILES	HTR2A ag	ABCB6 inh 2	CaV13 ICDI inh	Vif inh	Granule exo inh	Glyco luc inh	PDI turbidity	aDG glyco up
22	CCOC(=O)N1CCN(S(=O)(=O)c2c(C)cc(C)cc2C)CC1	-6	90	-2	-12	-2	-2	0	0.0
23	COc1ccc(CNS(=O)(=O)c2cc3c4c(c2)C(C)C(=O)N4CCC3)cc1 (configuration not stated)	4	100	-7	-17	4	-1	-5	-0.3
28	O=C(Nc1cc(S(=O)(=O)N2CCOCC2)ccc1N1CCCC1)c1cc(F)c(F)cc1Cl	-7	94	-5	-11	6	2	0	0.3

(list continues)
Values run as follows: HTR2A ag | ABCB6 inh 2 | CaV13 ICDI inh | Vif inh | H9c2 protect | Granule exo inh | Glyco luc inh | PDI turbidity | iPSC survival up | aDG glyco up
31	COc1ccc(OC)c(C(=O)NC(CC(N)=O)c2ccc(NCc3ccc(F)c(F)c3)c([N+](=O)[O-])c2)c1 (configuration not stated)
    0 | 102 | -5 | 1 | -6 | -1 | 1 | -2 | 5.9 | -0.2
32	COc1cccc(C(=O)N(CN2CCCC2=O)c2cccc(Cl)c2)c1
    -3 | 99 | -4 | 0 | 2 | -1 | -1 | 8 | 3.2 | -0.2
33	Clc1ccc(C2=NCCN2)cc1
    -2 | 102 | -18 | -2 | -5 | -2 | 2 | -2 | -1.4 | -0.3
34	S=c1[nH]nc(-c2cccc(Cl)c2)n1CCN1CCCCC1
    -5 | 98 | -5 | 11 | 5 | 0 | 4 | 3 | 3.6 | 0.2
35	Cc1nc(SCC(=O)CC(=O)OC(C)C)c(C#N)c(C)c1C
    2 | 103 | -3 | -6 | 5 | 0 | 0 | 13 | -2.1 | -0.2
36	CCOC(=O)C1(CC)NC(c2ccco2)C2C(=O)N(c3ccc(C)cc3)C(=O)C21 (configuration not stated)
    0 | 102 | -5 | -3 | 2 | 1 | -1 | 4 | 1.7 | 0.2
37	CC1(C)NC(=O)N(CC(=O)O)C1=O
    4 | 100 | -3 | 21 | 0 | 8 | 4 | -6 | 3.4 | 0.4
38	O=C(CSc1ccccn1)Nc1cccc([N+](=O)[O-])c1
    0 | 79 | . | -9 | -8 | -3 | -4 | -5 | 1.4 | -0.1
39	CCS(=O)(=O)N1CCC(C(=O)NCCCN2CCC(Cc3ccccc3)CC2)CC1
    -1 | 98 | -9 | 0 | 0 | 5 | 3 | 0 | 0.1 | -0.2
40	CC1(C)CC(=O)C=C(c2ccc(COC(=O)Cc3ccccc3)cc2)C1=O
    3 | 95 | -6 | 2 | 2 | -1 | 2 | -2 | 1.5 | -0.2
41	COc1ccc2oc(=O)cc(CN3CCOCC3)c2c1
    -1 | 101 | -21 | 6 | 5 | -2 | 0 | -3 | 1.5 | -0.1
42	CC(=O)c1ccc(N(CC(=O)NC2CCCC2)C(=O)CNC(=O)c2ccco2)cc1
    3 | 102 | -7 | 7 | 3 | -4 | 0 | -31 | -0.4 | -0.1
43	CCCCC(=O)N1CCCC(C)C1 (configuration not stated)
    2 | 91 | -18 | -3 | 5 | -16 | 1 | -6 | -0.5 | -0.2
44	O=C(C[n+]1cc(-c2ccc(F)cc2)n2c1CCC2)Nc1nc(-c2ccccc2)cs1
    -3 | 102 | -4 | 5 | -4 | 2 | 4 | 1 | -1.2 | -0.1
45	CCOc1ccc(N(CC(=O)Nc2ccccc2C(=O)N2CCCC2)S(C)(=O)=O)cc1
    5 | 97 | -2 | 9 | 9 | -24 | 1 | 10 | -0.2 | 0.0
46	Cc1ccc(/C=c2\s/c(=C(/C#N)C(=O)N3CCCC3)n(Cc3ccco3)c2=O)s1
    -1 | 104 | -6 | -3 | 20 | 19 | 16 | -2 | 0.2 | -0.2
47	O=C1c2ccccc2S(=O)(=O)c2cc(N3CCN(c4ccccn4)CC3)ccc21
    4 | 101 | -13 | -3 | 47 | -2 | 7 | 12 | 1.6 | -0.1
48	CC1(C(=O)NS(=O)(=O)C2CC2)CCCN(C(=O)C2(c3ccc(Cl)cc3)CCCC2)C1 (configuration not stated)
    -1 | 102 | -5 | 5 | 2 | -5 | 1 | -2 | 4.9 | -0.1
49	COc1ccc([C@H]2/C=C\CN(C(=O)C3CCCC3)[C@@H](C)C(=O)N2Cc2ccc(F)cc2)cc1
    0 | 94 | -10 | 4 | 0 | 4 | -2 | -2 | -2.6 | 0.1
50	COC(=O)C1OCOC2C(C(=O)OC)OCOC12 (configuration not stated)
    2 | 94 | -5 | 12 | -3 | -11 | 2 | 3 | -4.5 | 0.2
51	CN(CC(=O)Nc1ccccc1Cl)C(=O)c1ccc(-c2cccc(C(F)(F)F)c2)o1
    6 | 98 | -16 | -1 | -9 | 13 | 1 | 0 | -0.6 | 0.0
52	COc1ccc(C2C(C(=O)C(C)(C)C)=C(O)C(=O)N2Cc2ccccc2)cc1 (configuration not stated)
    -5 | 99 | -3 | -1 | 18 | 0 | 4 | -15 | -0.2 | -0.3
53	COc1ccc(C(=O)OCC(=O)NCc2ccc3c(c2)OCO3)cc1S(=O)(=O)N1CCOCC1
    1 | 104 | -18 | 2 | 3 | 2 | 2 | 0 | -1.0 | -0.2
54	CCCc1ccc2oc(C(=O)NCc3nnc(C)o3)c(C)c2c1
    7 | 93 | -4 | -7 | 2 | -1 | -3 | 4 | 0.1 | -0.1
55	COc1cc(OC)cc(C(=O)Nc2ccc(C(=O)Nc3ccccc3OC)cc2)c1
    -1 | 93 | -6 | -9 | 51* | -3 | 3 | 0 | -0.7 | -0.2
56	CCc1nc2c(OCc3cccc(Cl)c3)cccn2c1N(C)C(=O)c1ccncc1
    6 | 103 | -4 | 16 | -1 | -2 | -2 | -3 | 7.2 | -0.2
57	Cc1ccc(NCc2nnc(SCC(=O)N(Cc3ccccc3)C(C)(C)C)o2)c(C)c1
    -4 | 95 | -4 | -17 | -8 | -2 | -3 | 3 | -0.2 | 0.2
58	NC(=O)c1cccc(C(N)=O)n1
    8 | 99 | -4 | 2 | 5 | -3 | 1 | 4 | -0.2 | 0.0
